sPLA2-III inh = Inhibits HGIII-sPLA2 liposome hydrolysis, primary screen; AID 743126; hit rate 0.56% among 370,000; QFRET BODIPY PC-A2 liposome hydrolysis, fluorescence; inhibition, % at 12.2 µM; Q9NZ20;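 active = inhibition above mean plus 3 SD of compounds lying within the high and low control bounds, cut at about 19% in these data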;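 note: 0% = median of test compound wells and 100% = no enzyme DMSO wells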
Target sequence (Q9NZ20 whole entry, looked up): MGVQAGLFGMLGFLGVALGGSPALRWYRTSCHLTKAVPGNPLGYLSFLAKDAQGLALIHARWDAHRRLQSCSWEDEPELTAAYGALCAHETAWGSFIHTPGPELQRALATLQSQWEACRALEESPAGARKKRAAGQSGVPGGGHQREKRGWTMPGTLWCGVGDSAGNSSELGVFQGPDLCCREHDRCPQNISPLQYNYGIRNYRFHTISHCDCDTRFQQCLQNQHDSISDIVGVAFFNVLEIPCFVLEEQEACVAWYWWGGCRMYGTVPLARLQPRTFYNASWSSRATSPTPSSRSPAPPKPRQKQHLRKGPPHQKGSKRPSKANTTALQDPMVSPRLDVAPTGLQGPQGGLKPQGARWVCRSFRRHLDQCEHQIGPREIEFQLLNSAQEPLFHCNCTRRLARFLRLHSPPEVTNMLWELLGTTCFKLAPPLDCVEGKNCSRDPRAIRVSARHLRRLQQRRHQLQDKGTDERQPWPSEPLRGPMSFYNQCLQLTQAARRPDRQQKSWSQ
GAA850 FXN act = frataxin GAA850 promoter activation; hit rate 0.56% among 360,000; AID 540364; HEK293 lucGAA850 FXN promoter luciferase reporter, 24 h; percent of 10 µM SAHA response; activation, % at 6 µM;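 active = activation above the average of all compounds screened plus 3 SD, cutoff fixed separately per campaign, cut at about 7.5% in these data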;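 note: 0% = DMSO wells and 100% = 10 µM SAHA wells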
hcDAF-12 act = H. contortus DAF-12 activation, primary screen | hit rate 1.4% among 370,000 | HEK293 hcDAF-12 lit1-tk-luc reporter, luminescence; 0% DMSO, 100% Δ7-dafachronic acid | activation, % at 6.8 µM;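 active = activation above the mean of all tested compounds plus 3 SD, cut at about 5.5% in these data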;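 note: 100% = response to 3 µM Δ7-dafachronic acid high control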
DAX1 inh-1 = inhibitors of DAX1 repression of SF-1 activated StAR promoter | HEK293T StAR-luciferase reporter, SF-1/DAX-1 repression relief | inhibition, % at 6.8 µM | hit rate 1.1% among 370,000 | AID 652010;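 active = inhibition above the mean over all tested compounds plus 3 SD, cut at about 3.6% in these data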;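 note: 0% = DAX-1 cells with DMSO and 100% = cells lacking DAX-1 with DMSO; higher inhibition means more luminescence from relief of DAX-1 repression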
hgDAF-12 ag = activates the H. glycines DAF-12 receptor ligand-binding domain | HEK293 GAL4-hgDAF12 UAS-luciferase reporter, agonist luminescence; normalized to butyrate control | activation, % at 6.8 µM | hit rate 1.8% among 370,000 | AID 687014;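 active = activation above a cutoff set at the mean of all screened compounds plus 3 SD, cut at about 10% in these data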;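 note: 0% = DMSO wells and 100% = sodium butyrate wells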
ssDAF-12 act = S. stercoralis DAF-12 activation, primary screen. HEK293 ssDAF-12/GRIP1 lit1-tk-luc reporter, luminescence; % of 3 µM dafachronic acid response. activation, % at 6.8 µM. hit rate 1% among 370,000;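 active = activation above the mean over all tested compounds plus 3 SD, cut at about 0.9% in these data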;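 note: 0% = DMSO-only wells and 100% = 3 µM delta7-dafachronic acid wells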
PG9 Ab binder = PG9 antibody binding by small molecule; AID 624416; inhibition, % at 6.7 µM; hit rate 0.43% among 360,000; TR-FRET gp120-PG9 antibody binding; in the data active = inhibition above about 8.5%
NR1D1 modulator = modulates human Rev-erb alpha binding to DNA; activity, % at 10 µM; hit rate 0.79% among 370,000; Rev-erbα–FITC-DNA binding, fluorescence polarization, 90 min; P20393;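 active = activity above about 14%, limit read from the data; passing the limit was not always enough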;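 note: 0% = DMSO wells with 35 nM protein and 100% = DMSO wells with 750 nM protein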
DAX1 inh-2 = inhibits human nuclear receptor DAX1 | hit rate 0.99% among 340,000 | HEK293 Gal4-DAX1 luciferase reporter, luminescence | inhibition, % at 6.75 µM | P51843 | AID 504766;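 active = inhibition above the mean over all tested compounds plus 3 SD, cut at about 4.2% in these data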;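 note: 0% = DAX1-transfected cells with DMSO and 100% = empty-vector control cells with DMSO; inhibition shows as a rise in luminescence from relieved DAX1 repression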
Target sequence (P51843 207-470 limits assumed): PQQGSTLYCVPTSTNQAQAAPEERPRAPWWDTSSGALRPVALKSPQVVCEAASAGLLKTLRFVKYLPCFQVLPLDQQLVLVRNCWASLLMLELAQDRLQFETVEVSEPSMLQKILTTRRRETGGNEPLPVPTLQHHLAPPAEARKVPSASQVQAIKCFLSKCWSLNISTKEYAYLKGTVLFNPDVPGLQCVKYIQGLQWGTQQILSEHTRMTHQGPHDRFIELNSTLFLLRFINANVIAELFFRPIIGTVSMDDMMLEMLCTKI
PLCb3 inh = inhibitors of human phospholipase C beta3; Purified PLC-beta3, fluorogenic substrate, fluorescence; inhibition, % at 12.2 µM; hit rate 0.18% among 370,000; in the data active = inhibition above about 11%;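 note: 0% = median of compound wells on plate and 100% = full blocker control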
SMARCA2 act = SMARCA2 function activation, primary screen; MG213 cells, MMTV-luciferase reporter, dexamethasone, overnight; activation, % at 9.1 µM; hit rate 1% among 370,000; AID 652017; in the data active = activation above about 7.8%;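 note: 0% = vehicle wells and 100% = reference activator wells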
Active calls of the source: *; x = no result given. An unsorted share of the library; 7% or so of the library scored in one or more.

SMILES	sPLA2-III inh	GAA850 FXN act	hcDAF-12 act	DAX1 inh-1	hgDAF-12 ag	ssDAF-12 act	PG9 Ab binder	NR1D1 modulator	DAX1 inh-2	PLCb3 inh	SMARCA2 act
CCCCCCCNC1=CC(=O)CC(c2ccccc2)C1 (stereo unspecified)	-0.8	-1.3	-2.0	-1.0	1.2	-1.0	-1.3	1.3	-0.1	-4.3	-0.1
OC[C@@H]1CN(Cc2ccc(F)cc2)C[C@H](n2cnc3c(NCc4ccncc4)ncnc32)O1	3.6	-0.9	-1.5	-0.5	-2.0	-0.7	1.9	-3.4	x	-0.5	1.6
COc1cccc(NC(=O)COC(=O)/C=C/c2ccc(Cl)cc2Cl)c1	-2.5	1.8	-1.5	0.1	-0.3	-1.2	-2.6	2.7	-0.5	-1.5	-2.9
CCCCOc1ccc(NC(=O)CN2CCN(C(=O)OCC)CC2)cc1	-8.8	-2.2	-1.3	-0.3	-1.2	-1.1	-0.2	2.8	-0.1	1.2	-2.4
O=C(/C=C/c1ccccc1)Nc1cccc(C(=O)NCCc2ccccc2)c1	-12.6	1.0	-0.3	-2.7	3.1	-0.5	-1.0	5.2	-1.4	-1.9	0.8
COc1ccc(-n2c(COc3ccc(Cl)cc3)nnc2SCC(=O)Nc2ccc(Oc3ccccc3)cc2)cc1	-3.9	x	-3.3	-1.1	5.1	-2.0	x	-5.7	x	-1.5	-4.5
Cn1c(CCNC(=O)c2cc(COc3ccc(F)c(F)c3)on2)nc2ccccc21	-19.9	4.1	-0.8	3.1	4.0	-0.7	-0.7	1.9	-0.3	-11.7	4.1
Cc1cc(C)cc(-c2nnc(SCC(=O)NCc3cccs3)o2)c1	-2.2	-0.8	-2.0	1.6	0.6	-1.6	2.5	-4.9	-0.2	0.2	-3.2
O=S(=O)(c1ccccc1)N(Cc1ccccn1)Cc1ccccn1	-0.3	0.0	-1.1	-0.4	-1.4	-0.8	-0.6	-1.4	-0.2	-3.8	-2.5
COc1cc(/C=N/NC(=O)c2nonc2C)ccc1O	1.8	0.8	-0.5	-0.4	6.5	-0.2	-1.3	0.8	0.0	6.4	9.4*
O=C(NCc1cccnc1)c1ccc2sc([C@H]3C[C@H](O)[C@@H](CO)O3)nc2c1	0.6	1.0	2.4	0.9	-1.9	-1.3	1.1	3.3	x	3.7	-4.8
CC1OC23CCCCC2C(C#N)(C(=N)O3)C1(C#N)C#N (stereo unspecified)	2.1	-0.5	-1.1	0.6	-1.2	-1.8	1.9	-0.6	0.4	-111.3	-1.8
COc1ccc(N2CCN(C(=O)Cn3cnc4c(cnn4-c4ccccc4)c3=O)CC2)cc1	1.6	1.6	-1.6	0.0	-2.5	-1.4	-0.1	1.0	-0.6	-4.1	-1.6
COC(=O)[C@@]1(Cc2ccccc2)[C@H]2C(=O)N(C)C(=O)[C@H]2[C@H]2CN=C(SCc3ccc(Cl)cc3)N21	-5.9	-0.3	-2.4	-0.8	-2.7	-1.3	-0.4	3.5	-0.9	6.2	-2.9
COc1ccc(/C=N/n2c(-c3n[nH]c4c3CCC4)n[nH]c2=S)c(OC)c1OC	1.3	0.1	-0.4	0.0	-2.5	-1.3	-0.5	-3.2	-1.1	-4.7	-1.3
Cc1cc(Br)ccc1NC(=S)N1CCOCC1	-1.0	0.7	1.2	-0.3	-2.5	-1.7	-2.9	3.8	1.6	-0.2	1.6
Cc1cc(NC(=O)c2cnn3cccnc23)n(-c2ccccc2)n1	12.1	1.2	-2.6	-0.6	0.8	-1.9	-0.3	-1.5	-0.7	-3.6	-2.2
NC(N)=Nc1nc2cc([N+](=O)[O-])ccc2o1	-3.5	0.7	-1.1	-0.9	1.3	-0.2	-3.2	-5.0	0.2	3.4	4.4
CCN1/C(=C/C(=S)Nc2ccccc2)Sc2ccccc21	8.7	1.3	0.9	-0.6	4.3	-0.9	-0.6	-1.3	-1.0	-8.3	-3.3
COc1ccc(Br)c(Cn2c(C)c(C(=O)NCc3ccc4c(c3)OCCO4)sc2=O)c1	-6.0	-1.4	-0.5	0.6	-1.4	-1.2	-0.3	-5.0	x	-1.2	-0.6
CN(C)S(=O)(=O)c1cc(NC(=O)CN2CCc3ccccc32)ccc1Cl	1.2	-0.3	4.8	0.5	6.3	1.0*	1.9	-1.7	-0.7	-15.9	-1.7
O=C(NCc1ccccn1)c1ccc(Cl)cc1Cl	1.9	1.4	-2.1	-0.2	2.2	-1.0	0.1	-7.2	1.2	-0.3	-0.3
Cc1cccc(C)c1NC(=O)C(=O)NCCCN1CCOCC1	2.3	3.4	-1.6	0.7	-0.2	-0.7	-2.9	-1.3	0.2	2.1	-0.7
O=C1C2CCCN2C(=S)N1Cc1ccccc1 (stereo unspecified)	-0.8	0.6	-1.7	-0.2	2.4	-2.2	0.6	5.6	0.0	1.0	2.4
O=C(O)C(=O)Nc1ccc(NC(=O)C(c2ccccc2)c2ccccc2)cc1	-3.4	1.6	-0.2	0.0	-2.1	-0.9	-0.8	-0.9	1.7	-4.0	-2.1
Next part
SMILES	sPLA2-III inh	GAA850 FXN act	hcDAF-12 act	DAX1 inh-1	hgDAF-12 ag	ssDAF-12 act	PG9 Ab binder	NR1D1 modulator	DAX1 inh-2	PLCb3 inh	SMARCA2 act
O=C(Nc1ccccc1Br)c1cc[n+]([O-])cc1	2.7	0.6	-0.2	-0.6	1.1	-1.1	2.1	-3.1	-2.3	-7.7	0.2
CCn1c(COc2ccccc2)nnc1SCC(=O)Nc1cc(OC)ccc1OC	-13.9	-0.8	-0.7	-0.4	-5.1	-1.8	-0.7	-2.7	-2.7	2.4	-3.6
CC(=O)N1CCN(C(=O)CCc2c[nH]c3ccccc23)CC1	0.3	1.0	-0.7	-0.1	-0.1	-0.7	2.2	-2.0	0.0	-0.6	-7.0
CC(C)(C)OC(=O)N1CCOCCOCCN(C(=O)OC(C)(C)C)CCOCC1	1.7	1.1	-1.4	-0.8	-2.3	-1.1	-0.8	-1.6	0.0	5.2	-2.8
COC(=O)c1ccc(C2/C(=C(/O)c3ccc4c(c3)CC(C)O4)C(=O)C(=O)N2Cc2ccncc2)cc1 (stereo unspecified)	-2.5	-1.8	-3.7	-0.8	-1.2	-1.2	0.4	-0.7	0.3	-15.6	-0.1
Cn1c(SCC(=O)OCc2ccccc2)nnc1-c1ccco1	4.0	3.5	0.7	-0.5	-0.1	-0.9	0.9	0.4	-0.5	0.3	-3.8
O=C1N=C(N2CCN(c3ccccc3)CC2)S/C1=C/c1ccco1	-2.5	2.4	-1.1	0.1	-3.0	-1.3	-3.9	-4.3	2.3	-13.7	0.2
O=C(NCC(=O)N(Cc1ccco1)C(C(=O)NC1CCCCC1)c1cccnc1)c1cccs1 (stereo unspecified)	1.6	0.4	-0.9	-0.2	-2.1	-0.8	-0.3	-3.5	0.3	1.0	-0.8
Cc1cccc(C(=O)NNC(=O)c2c(-c3ccccc3Cl)noc2C)c1O	1.9	-0.7	-0.6	-0.8	-2.4	-1.6	0.4	1.1	-1.2	-13.9	-1.7
CCn1ccc(C(=O)N2CCN(c3ncccn3)CC2)n1	-1.4	-0.2	-1.7	-0.3	-0.9	-0.8	-6.1	0.2	0.4	-9.6	1.7
Nc1ccc(C(=O)Nc2cccc3ncccc23)cc1	9.2	0.8	2.3	-0.2	0.1	-0.8	-1.2	0.4	0.0	-9.0	-3.9
ONC=Nc1cccc2nonc12	-1.5	-0.2	-2.0	-0.6	-0.4	-1.3	-3.4	-1.8	0.7	-25.7	-0.7
CCCN(N=Nc1cccc([N+](=O)[O-])c1)c1cccc([N+](=O)[O-])c1	0.3	-1.1	-0.7	-0.6	1.3	-1.4	1.1	9.4	0.2	0.1	-1.6
CN(c1ccc(NC(=O)CCc2cn(Cc3ccc(Br)cc3)c3ccccc23)cc1)c1ccccn1	9.1	x	-0.4	-1.1	0.4	-1.2	-1.7	12.5	x	-70.8	-3.3
O=C(N/C(=C/c1ccccc1F)C(=O)N1CCCCC1)c1ccccc1	15.0	0.1	-0.8	0.0	-2.7	-1.0	-0.6	5.1	-0.4	-9.0	-0.3
CCn1c(SCC(=O)Nc2ccc(OC)c(OC)c2)nnc1-c1c[nH]c2ccccc12	-15.2	-0.9	-1.5	-1.4	1.9	-1.7	-0.1	-0.8	-0.4	1.1	-0.7
CCCOc1ccc(Cc2nc(N)nc(N)n2)cc1	7.4	6.0	-1.7	1.1	2.0	-1.2	-0.6	-5.7	-0.5	-5.1	-0.6
O=S(=O)([N-]c1nc2ccccc2nc1-n1cc[n+](Cc2ccccc2)c1)c1ccccc1	-8.6	-1.6	0.1	1.3	6.5	-0.6	-2.7	-7.0	-1.5	-215.7	3.9
COc1cc(CNc2ncc(-c3ccc(Cl)cc3)n2C)cc(OC)c1OC	-5.2	-2.1	-5.5	-1.0	-5.5	-2.3	-0.1	-1.7	-2.4	-7.5	-3.8
COC(=O)c1cc2c(c3c4cc(C)ccc4n(S(=O)(=O)c4cccc(C)c4)c13)C(=O)N(Cc1ccccc1OC)C2	3.3	x	0.8	-0.5	0.6	-0.9	0.8	4.1	x	-37.2	1.8
COc1cc(/C=N/NC(=O)CN2CCCCC2)ccc1OCc1ccccc1	-10.6	3.7	1.7	0.3	3.7	-0.8	-0.8	-1.0	-0.1	2.5	0.1
CSc1cccc(NC(=O)CCC(=O)O)c1	2.6	1.3	0.4	-0.4	-1.7	-0.6	0.4	4.0	-1.4	1.4	-1.5

Structural class: those above with a Cl atom
SMILES	sPLA2-III inh	GAA850 FXN act	hcDAF-12 act	DAX1 inh-1	hgDAF-12 ag	ssDAF-12 act	PG9 Ab binder	NR1D1 modulator	DAX1 inh-2	PLCb3 inh	SMARCA2 act
COc1cccc(NC(=O)COC(=O)/C=C/c2ccc(Cl)cc2Cl)c1	-2.5	1.8	-1.5	0.1	-0.3	-1.2	-2.6	2.7	-0.5	-1.5	-2.9
COc1ccc(-n2c(COc3ccc(Cl)cc3)nnc2SCC(=O)Nc2ccc(Oc3ccccc3)cc2)cc1	-3.9	x	-3.3	-1.1	5.1	-2.0	x	-5.7	x	-1.5	-4.5
COC(=O)[C@@]1(Cc2ccccc2)[C@H]2C(=O)N(C)C(=O)[C@H]2[C@H]2CN=C(SCc3ccc(Cl)cc3)N21	-5.9	-0.3	-2.4	-0.8	-2.7	-1.3	-0.4	3.5	-0.9	6.2	-2.9
CN(C)S(=O)(=O)c1cc(NC(=O)CN2CCc3ccccc32)ccc1Cl	1.2	-0.3	4.8	0.5	6.3	1.0*	1.9	-1.7	-0.7	-15.9	-1.7
O=C(NCc1ccccn1)c1ccc(Cl)cc1Cl	1.9	1.4	-2.1	-0.2	2.2	-1.0	0.1	-7.2	1.2	-0.3	-0.3
Cc1cccc(C(=O)NNC(=O)c2c(-c3ccccc3Cl)noc2C)c1O	1.9	-0.7	-0.6	-0.8	-2.4	-1.6	0.4	1.1	-1.2	-13.9	-1.7
COc1cc(CNc2ncc(-c3ccc(Cl)cc3)n2C)cc(OC)c1OC	-5.2	-2.1	-5.5	-1.0	-5.5	-2.3	-0.1	-1.7	-2.4	-7.5	-3.8

From PubChem BioAssay
